Source: PubChem BioAssay (several laboratories)
STAT3 inh: inhibitors of IL-6 induced STAT3 signaling. 190,000 tested, 0.89% active. U3A cells, IL-6 STAT3-luciferase reporter, luminescence; host cell line lacks STAT1. inhibition, % at 5.5 µM;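 active = inhibition above the mean inhibition across all screened compounds plus 3 SD, cut at about 44% in these data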;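 note: 0% = DMSO only wells and 100% = 100 µM nifuroxazide control wells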
Hsp70 act: transcriptional activators of Hsp70; HeLa Hsp70 promoter luciferase reporter, luminescence; scaled: vehicle 0, proteasome-inhibitor control 100%; 200,000 tested, 0.04% active; activation, % at 10 µM; AID 1203;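 active = activation above the mean across all tested compounds plus 3 SD, cutoff set per campaign, cut at about 5.5% in these data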;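 note: 100% = MG132 at 30 µM as the positive control and 0% = DMSO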
Diaphorase inh: counter-screen for diaphorase-based assays: diaphorase inhibitors and chemical oxidizers. diaphorase resazurin-to-resorufin fluorescence, NADH, 16 min; bacterial (C. kluyveri) enzyme, not human. 190,000 tested, 0.69% active. inhibition, % at 20 µM;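 active = primary screen inhibition at 20 µM above a set limit, cut at about 50% in these data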;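 note: plate controls were DMSO with full reaction for no effect and wells lacking NADH for full effect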
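material = Clostridium kluyveri diaphorase enzyme | amount = 0.14 U/mL diaphorase, enzyme working solution | schedule = incubation 16 min, room temperature | detection = fluorescence of resorufin formed from resazurin, Ex 544/Em 590 nm | benchmarks = positive control minus NADH, DMSO neutral control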
G6PDH CS: inhibits Leuconostoc G6PDH, flagging false hits in G6PDH-based assays. Purified L. mesenteroides G6PDH, diaphorase/resazurin coupled fluorescence, 45 min. inhibition, % at 5 µM. 200,000 tested, 0.12% active. AID 1020; in the data active = inhibition above about 50%
STAT3 act: STAT3 signaling activation. U3A cells, IL-6 STAT3-luciferase reporter, luminescence; 100% = signal with IL-6 EC80 alone. activation (% of control), % at 5.6 µM. 190,000 tested, 0.91% active;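 active = activation above the screen-wide mean of compound activation plus 3 SD, cut at about 130% in these data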;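 note: 0% = background luminescence of wells with medium and substrate only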
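Material: STAT3-luciferase reporter U3A cells. Controls: IL-6-treated wells, 100% activation. Read-out: % activation versus median of IL-6-stimulated wells. Probe or stimulus: IL-6 stimulus at 33 ng/mL final. Timing: compound 1 h, then IL-6 6 h at 37 °C. Signal: reporter luminescence signal.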
STAT1 act: activators of IFN-gamma induced STAT1 signaling | NIH 3T3 STAT1-luciferase reporter, luminescence; 100% = IFN-gamma alone, no compound | activation (% of control), % at 5.5 µM | 200,000 tested, 2.6% active;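 active = activation above the screen-wide mean activation plus 3 SD, cut at about 130% in these data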;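 note: raw ratio to IFN-gamma control signal so 100% means no change and 0% no light; values of inactives mirror those of a sister screen read the other way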
Diaph act CS: counter-screen for diaphorase-based assays: diaphorase activators and chemical reducers; Diaphorase/resazurin coupled assay, resorufin fluorescence, 16 min; hits give high values; 1 = vehicle wells, 0 = NADH-free wells; 190,000 tested, 0.005% active; activation factor at 20 µM; AID 1229;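 active = diaphorase activity raised at least twofold by the compound at 20 µM; inactive = activation factor below 2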
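Measured by – red resorufin fluorescence at 544/590 nm excitation/emission · Test system – Clostridium kluyveri diaphorase, purified enzyme · Incubation – reaction time 16 min, room temperature · Buffer or medium – 50 mM HEPES pH 7.4 with 4.542 mM MgCl2, 0.005% Tween 20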
TLR4 MyD88 comp: TLR4-MyD88 interaction inhibition in cells; HeLa CL3-4 TLR4/MyD88 BLA complementation, FRET ratio; inhibition, % at 8.4 µM; 200,000 tested, 0.18% active; AID 861; in the data active = inhibition above about 25%;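 note: 0% = vehicle and 100% = reference inhibitor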
Target sequence (O00206 whole entry, looked up): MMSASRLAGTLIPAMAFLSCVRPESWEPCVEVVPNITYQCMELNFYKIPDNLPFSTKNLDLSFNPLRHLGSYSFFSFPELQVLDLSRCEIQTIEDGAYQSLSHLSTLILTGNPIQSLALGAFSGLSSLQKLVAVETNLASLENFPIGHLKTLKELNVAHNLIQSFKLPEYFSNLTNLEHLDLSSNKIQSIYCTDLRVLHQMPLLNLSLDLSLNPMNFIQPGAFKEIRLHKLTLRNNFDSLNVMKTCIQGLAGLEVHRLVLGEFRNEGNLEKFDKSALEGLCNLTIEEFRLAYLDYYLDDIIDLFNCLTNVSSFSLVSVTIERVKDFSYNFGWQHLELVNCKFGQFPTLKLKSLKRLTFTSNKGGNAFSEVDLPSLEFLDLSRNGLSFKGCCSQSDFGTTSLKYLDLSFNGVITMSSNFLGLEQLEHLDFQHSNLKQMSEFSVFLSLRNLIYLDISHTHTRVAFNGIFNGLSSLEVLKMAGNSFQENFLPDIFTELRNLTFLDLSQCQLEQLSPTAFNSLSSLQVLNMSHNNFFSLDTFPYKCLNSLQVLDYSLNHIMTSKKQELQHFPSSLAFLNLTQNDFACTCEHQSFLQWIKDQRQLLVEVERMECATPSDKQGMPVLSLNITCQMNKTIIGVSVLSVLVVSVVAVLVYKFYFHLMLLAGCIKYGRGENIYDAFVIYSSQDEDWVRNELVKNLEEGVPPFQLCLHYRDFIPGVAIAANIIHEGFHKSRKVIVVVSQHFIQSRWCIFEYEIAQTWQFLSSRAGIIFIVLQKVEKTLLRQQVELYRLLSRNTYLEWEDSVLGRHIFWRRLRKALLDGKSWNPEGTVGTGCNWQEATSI
Target sequence (Q99836 whole entry, looked up): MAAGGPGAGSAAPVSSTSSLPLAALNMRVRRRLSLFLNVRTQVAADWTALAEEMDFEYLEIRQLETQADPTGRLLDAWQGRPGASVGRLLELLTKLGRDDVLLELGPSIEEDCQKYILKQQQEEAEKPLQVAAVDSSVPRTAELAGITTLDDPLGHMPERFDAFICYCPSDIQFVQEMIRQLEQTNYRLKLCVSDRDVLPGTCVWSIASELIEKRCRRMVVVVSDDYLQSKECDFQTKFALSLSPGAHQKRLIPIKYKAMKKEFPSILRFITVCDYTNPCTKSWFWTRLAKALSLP
STAT1 blocker: inhibitors of IFN-gamma induced STAT1 signaling. 200,000 tested, 0.35% active. inhibition, % at 5.5 µM. NIH 3T3 STAT1-luciferase reporter, luminescence;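 active = inhibition above a set limit, the mean inhibition across all tested compounds plus 3 SD, cut at about 34% in these data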;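 note: 0% = IFN-gamma with DMSO and 100% = IFN-gamma with 300 µM nifuroxazide; values of inactives mirror those of a sister screen read the other way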
APP transl inh: APP translation inhibition; SH-SY5Y APP 5'UTR-luciferase reporter, luminescence; inhibition, % at 2 µM; 190,000 tested, 0.82% active; AID 1285;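 active = inhibition above a set limit, derived from the sample mean plus 3 SD, cut at about 45% in these data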; note: values of inactives mirror those of a sister screen read the other way
* hit, by the source's call; x = not tested or not shown. Rows were taken by chance, and some 6.1% of all compounds hit somewhere here.

SMILES | STAT3 inh | Hsp70 act | Diaphorase inh | G6PDH CS | STAT3 act | STAT1 act | Diaph act CS | TLR4 MyD88 comp | STAT1 blocker | APP transl inh
CC1=C(C)CC(C(=O)NCc2ccc3c(c2)OCO3)C(C(=O)O)C1 (centres undefined) | 3 | -0.3 | 8 | -4 | 102 | 101 | 0.9 | 7 | -1 | -23
COC(=O)C(Cc1c[nH]c2ccccc12)NC(=O)c1cc(-c2ccc(OC)c(OC)c2)oc1C (centres undefined) | -3 | 0.0 | 6 | -11 | 105 | 100 | 0.9 | -11 | 1 | -15
CN(C)CCCN(C(=O)/C=C/c1cccs1)c1nc2c(F)cccc2s1 | 13 | 0.1 | -14 | -8 | 98 | 99 | 1.1 | -1 | 0 | -29
COc1ccc(CC2(CO)CCN(S(=O)(=O)c3sccc3C)CC2)cc1 | 10 | 0.4 | 0 | 12 | 98 | 94 | 1 | 3 | 5 | -8
CCOC(=O)c1c(C)c(C(=O)NCc2cccs2)c(C)n1CC | -4 | -0.6 | -4 | 0 | 108 | 98 | 1 | 6 | 2 | 12
O=C(CN1CCN(S(=O)(=O)c2ccc(Br)cc2)CC1)N/N=C/c1cccs1 | -2 | -0.4 | 11 | -9 | 101 | 99 | 0.9 | -15 | 2 | 2
O=C(c1cc(F)ccc1F)C1CCCN(C(=O)c2cccs2)C1 (centres undefined) | 12 | -0.1 | 31 | 2 | 93 | 96 | 0.7 | 1 | 3 | -12
CC(=O)C1=C(C)NC(SCC(=O)c2ccc(Cl)c(Cl)c2)=C(C#N)C1c1ccco1 (centres undefined) | 33 | 0.1 | 36 | 11 | 78 | 95 | 0.6 | 18 | 6 | -8
O=C(NNc1cccc(Cl)n1)c1c(Cl)cccc1Cl | 6 | -0.4 | 12 | 12 | 100 | 101 | 0.9 | -8 | -1 | -22
Oc1c(CN2CCN(c3ccccn3)CC2)cc(Cl)c2cccnc12 | 10 | 0.0 | 53* | -22 | 97 | 100 | 0.5 | -4 | 1 | 78*
COc1ccc(C2C(C(=O)N3CCOCC3)c3ccccc3C(=O)N2c2ccc(OC)cc2)cc1 (centres undefined) | 5 | -0.2 | 0 | 11 | 98 | 98 | 1 | -3 | 2 | -4
O=C1/C(=C/c2ccc(F)cc2)CCC1C1CCCC1 (centres undefined) | -3 | -0.2 | 8 | 8 | 107 | 106 | 0.9 | -1 | -7 | -96
CSc1nsc(/C=C/Nc2ccc(Cl)cc2)c1C#N | -37 | -0.4 | 34 | 18 | 129 | 90 | 0.7 | 2 | 11 | -22
COc1c(Cl)cc(Cl)cc1CNCc1ccccc1 | 15 | -0.3 | -2 | 9 | 88 | 103 | 1 | 7 | -4 | -6
CCCCC(=O)Nc1cccc(NC(=S)NC(=O)Cc2ccccc2)c1 | 9 | -0.4 | 8 | -5 | 91 | 97 | 0.9 | -11 | 4 | -4
CCOC(CNC(=O)c1ccc(N2CCc3ccccc32)c([N+](=O)[O-])c1)OCC | 1 | -0.2 | 0 | -7 | 100 | 92 | 1 | 7 | 9 | -10
COc1cc(CN(C(=O)c2ccco2)c2ccc(C)cc2)ccc1O | -18 | 0.4 | 17 | 0 | 117 | 95 | 0.8 | -5 | 6 | -21
COc1ccc2oc(=O)c(C(=O)N3CCN(c4ccccc4C)CC3)cc2c1 | 10 | -0.1 | -5 | -6 | 95 | 125 | 1 | -2 | -27 | -70
COc1cc(C(=O)N/N=C/c2cc([N+](=O)[O-])cs2)cc(OC)c1OC | -6 | 0.1 | 8 | -1 | 110 | 97 | 0.9 | 3 | 3 | 95*
CCCn1nc2cc(C(=O)NCCCCc3ccccc3)ccc2c1OCC | 3 | -0.2 | 15 | 3 | 104 | 96 | 0.9 | -8 | 5 | 5
COc1cc(-c2nc(S(=O)(=O)c3ccc(Cl)cc3)c(N3CCOCC3)o2)cc(OC)c1OC | 7 | 0.1 | 17 | 6 | 96 | 93 | 0.8 | -18 | 7 | -22
NC(=O)C[n+]1cccc(C(N)=O)c1 | 3 | 0.2 | 5 | -2 | 102 | 96 | 1 | 8 | 4 | -6
CCOC(=O)Cn1nc(CC)c2ccccc2c1=O | -4 | -0.3 | -4 | 8 | 108 | 108 | 1 | -7 | -8 | -7
COc1ccc(OC)c(NC2=NC3(CCCCC3)N=C(N)N2)c1 | 7 | -0.2 | 11 | -1 | 98 | 100 | 0.9 | 6 | 0 | 0
CC(C)c1nc2ccc(NC(=O)C34CC5CC(CC(C5)C3)C4)cc2[nH]1 | 4 | -0.2 | 10 | -4 | 98 | 103 | 0.9 | -11 | -6 | 18
Cc1ccc(C(=O)c2coc3c2C(=O)C(=O)c2ccccc2-3)cc1 | 14 | 0.0 | 58* | 58* | 93 | 104 | 0.4 | -6 | -4 | -51
CCS(=O)(=O)n1nc(-c2ccccc2)nc1SC | -4 | 0.2 | 15 | -11 | 104 | 96 | 0.9 | -5 | 4 | -2
COc1ccc(/C=C/C(=O)OCC(=O)c2c(N)n(C)c(=O)n(C)c2=O)cc1 | 5 | -0.3 | 24 | 9 | 99 | 108 | 0.8 | 2 | -9 | -2
COc1ccc(C2(C(=O)Nc3cc(C)on3)CCOCC2)cc1 | 4 | 0.2 | 2 | -3 | 99 | 99 | 1 | 5 | 1 | -7
CCOC(=O)CNC(=S)N(Cc1cccs1)C1CCCCC1 | 2 | -0.5 | 0 | -12 | 98 | 113 | 1 | -15 | -15 | 8
COc1ccc(CCN=C(N)NS(=O)(=O)c2ccc(C)cc2)cc1OC | -2 | 0.1 | 7 | -2 | 104 | 89 | 0.9 | -7 | 11 | -16
N#Cc1c(NC(=O)CSc2nnnn2C2CCCCC2)sc2c1CCCC2 | -1 | -0.2 | 14 | 8 | 101 | 97 | 0.9 | 5 | 3 | 17
COc1cc(-c2nc3ccccn3c2/N=C/c2ccc(F)cc2)ccc1O | 15 | 0.1 | 19 | -5 | 92 | 108 | 0.8 | 5 | -8 | -2
Cc1ccc(Sc2c(C#N)c(-c3ccccc3)nn2C)cc1 | 8 | -0.6 | 8 | 9 | 98 | 96 | 0.9 | -1 | 4 | -17
O=C(O)c1cc(-c2ccc(/C=C3/SC(=S)N(Cc4ccccc4)C3=O)o2)ccc1Cl | 1 | 0.0 | 52* | 17 | 103 | 102 | 0.5 | 6 | -6 | -8
COc1ccc(CCNC(=O)CCn2c(=O)c3ccccc3n(CC(=O)NCC3CCCO3)c2=O)cc1OC (centres undefined) | -6 | -0.1 | -2 | 7 | 106 | 97 | 1 | -4 | 2 | 1
CN(C)/C(CN1CCN(C=O)CC1)=C1\N=C(c2ccccc2)OC1=O | 34 | -0.5 | 9 | 11 | 74 | 95 | 0.9 | -3 | 5 | 5
Cc1ccc(NC(=O)CN2C(=O)C3CC=CCC3C2=O)cc1S(=O)(=O)N1CCOCC1 (centres undefined) | -4 | -0.3 | 14 | 16 | 109 | 93 | 0.9 | 12 | 6 | 2
CCOC(=O)CNc1c(-c2ccc(F)cc2)nc2cnccn12 | 11 | -0.1 | 5 | -2 | 95 | 106 | 1 | 14 | -8 | 4
CC(=O)Nc1ccc(NS(=O)(=O)C(F)(F)F)cc1 | 4 | -0.1 | 19 | 0 | 102 | 107 | 0.8 | 0 | -8 | -11
COc1cc(NC(=O)c2cccc(Cl)c2)c(OC)cc1NC(=O)CN1CCOCC1 | 21 | -0.2 | 23 | 14 | 83 | 96 | 0.8 | -5 | 4 | -4
O=C(Oc1ccc(-c2nnco2)cc1)N1CCOCC1 | -5 | -0.3 | 4 | 4 | 107 | 108 | 1 | 3 | -9 | 0
Cc1ccccc1NC(=O)/C=C/c1cccc(C(F)(F)F)c1 | 13 | -0.1 | 8 | 0 | 99 | 111 | 0.9 | 13 | -12 | -33
CC(=O)NC(O)C(=O)c1ccccc1 (centres undefined) | 8 | -0.2 | 14 | 2 | 99 | 103 | 0.9 | -16 | -3 | -9
CCOC(=O)CSc1nc2c(c(=O)n(Cc3ccccc3Cl)c(=O)n2C)n1C | 3 | -0.6 | 18 | 2 | 101 | 102 | 0.8 | 16 | -2 | -4
CC(C)c1nc(SCc2ccccn2)c2c(=O)n(C)c(=O)n(C)c2n1 | 15 | 0.0 | 12 | -16 | 95 | 94 | 0.9 | -12 | 7 | x
O=C(O)C1CSC(c2ccncc2)N1 (centres undefined) | -4 | -0.1 | 10 | -21 | 103 | 103 | 0.9 | 1 | -3 | -7
O=[N+]([O-])c1cc2c(c(CSc3nnnn3-c3ccc(O)cc3)c1)OCOC2 | 0 | -0.1 | 15 | 4 | 98 | 96 | 0.8 | -16 | 4 | -11

Another view of part of the listing above:
Structure	STAT3 inh	Hsp70 act	Diaphorase inh	G6PDH CS	STAT3 act	STAT1 act	Diaph act CS	TLR4 MyD88 comp	STAT1 blocker	APP transl inh
COc1cc(C(=O)N/N=C/c2cc([N+](=O)[O-])cs2)cc(OC)c1OC	-6	0.1	8	-1	110	97	0.9	3	3	95*
CCCCC(=O)Nc1cccc(NC(=S)NC(=O)Cc2ccccc2)c1	9	-0.4	8	-5	91	97	0.9	-11	4	-4

The results go on.
SMILES | STAT3 inh | Hsp70 act | Diaphorase inh | G6PDH CS | STAT3 act | STAT1 act | Diaph act CS | TLR4 MyD88 comp | STAT1 blocker | APP transl inh
C=C(C)c1nc2cc(OC)c(OC)cc2c(=O)o1 | 0 | -0.2 | 12 | -1 | 100 | 98 | 0.9 | 1 | 0 | 2
COc1cc(NC(=O)CC2NCCNC2=O)cc(OC)c1 (centres undefined) | -4 | 0.0 | 15 | 7 | 108 | 102 | 0.9 | -9 | -2 | -1
O=C(CSc1nc2ccccc2c(=O)n1Cc1ccc(F)cc1)NCc1cccs1 | -6 | -0.2 | 6 | -7 | 105 | 94 | 0.9 | 1 | 6 | 0
COc1ccc(-c2csc(NNC3=NCCCCC3)n2)cc1 | -3 | 0.1 | 8 | 10 | 109 | 122 | 0.9 | -4 | -26 | 3
COC(=O)C1=C(C(=O)OC)C(c2ccccc2O)c2sc(=O)[nH]c2S1 (centres undefined) | 0 | -0.5 | 23 | 4 | 101 | 90 | 0.8 | -1 | 11 | -15
Cc1occc1C(=O)Nc1cc(=O)n(C)c(=O)n1C | 8 | 0.0 | 9 | 0 | 97 | 96 | 0.9 | 3 | 5 | -10
CC(C)CC(=O)NC(=S)Nc1ccc(S(=O)(=O)NC(C)(C)C)cc1 | -6 | -0.2 | 17 | 14 | 102 | 95 | 0.8 | -6 | 5 | 6
Cc1ccc(S(=O)(=O)NCCCNC(=O)N2CCOCC2)cc1 | 3 | -0.5 | 6 | 7 | 101 | 97 | 0.9 | 0 | 1 | 4
